FadD28 binding: inhibitors of Mycobacterium tuberculosis FadD28 bisubstrate binding; FadD28 bisubstrate probe binding, fluorescence polarization; inhibition, % at 12.5 µM; 360,000 tested, 0.22% active; in the data active means inhibition above about 8.5%, passing the limit was not always enough; inconclusive means no clear call, values can overlap the other calls
MazEF act: increases E. coli MazEF RNase cleavage of RNA; P0AE70; FAM/BHQ RNA-DNA oligo cleavage fluorescence, 5 h; activation, % at 20 µM; 350,000 tested, 0.32% active; AID 504720; in the data active means activation above about 50%
Target sequence (P0AE70 whole entry, looked up): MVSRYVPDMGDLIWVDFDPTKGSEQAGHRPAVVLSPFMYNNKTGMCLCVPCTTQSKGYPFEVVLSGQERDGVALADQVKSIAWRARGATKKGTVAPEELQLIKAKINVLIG
Mtb UGM inh: blocks M. tuberculosis UGM enzyme | 320,000 tested, 0.06% active | inhibition, % at 10 µM | P9WIQ1 | purified UGM, fluorescence polarization probe displacement; in the data active means inhibition above about 10%, passing the limit was not always enough; inconclusive means no clear call, values can overlap the other calls
Mtb FBA inh: Mtb fructose-bisphosphate aldolase inhibition. P9WQA3. purified M. tuberculosis FBA, fluorescence read-out. inhibition, % at 1 µM. 360,000 tested, 2.3% active; in the data active means inhibition above about 27%;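 further: 0% = vehicle and 100% = reference inhibitor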
Target sequence (P9WQA3 whole entry, looked up): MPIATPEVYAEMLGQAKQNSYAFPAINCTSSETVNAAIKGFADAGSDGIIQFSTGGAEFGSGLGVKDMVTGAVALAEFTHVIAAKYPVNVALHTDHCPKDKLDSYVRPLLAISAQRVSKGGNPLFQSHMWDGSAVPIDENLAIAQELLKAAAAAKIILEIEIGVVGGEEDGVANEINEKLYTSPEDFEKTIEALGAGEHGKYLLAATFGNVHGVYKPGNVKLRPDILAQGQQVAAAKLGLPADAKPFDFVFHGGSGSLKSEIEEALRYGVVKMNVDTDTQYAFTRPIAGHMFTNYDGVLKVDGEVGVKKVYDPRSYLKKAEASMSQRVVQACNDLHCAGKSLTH
BoNT-F LC inh: BoNT F light chain protease inhibition; Multiplex microsphere protease cleavage assay, flow cytometry; inhibition, % at 10 µM; 360,000 tested, 0.22% active; AID 588497; in the data active means inhibition above about 35%, passing the limit was not always enough; inconclusive means no clear call, values can overlap the other calls; further: plate controls were buffer without enzyme for full effect and enzyme alone for no effect
BioA inh: inhibitors of Mycobacterium tuberculosis BioA enzyme | purified M. tuberculosis BioA enzyme, plate reader | inhibition, % at 9.99 µM | 360,000 tested, 0.096% active | AID 602481; in the data active means inhibition above about 40%; inconclusive means no clear call, values can overlap the other calls
GDH-TPI inh: inhibits GDH-TPI coupling enzymes, artifact for Mtb FBA screen | GDH-TPI coupled enzyme counterscreen, NADH absorbance | inhibition, % at 4.8 µM | 360,000 tested, 1.2% active | AID 588335; in the data active means inhibition above about 30%;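 further: 0% = DMSO wells and 100% = wells lacking the enzyme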
PrPC surface inh: cell surface PrPC inhibition, primary TR-FRET screen; P04156; TR-FRET read-out; inhibition, % at 13.8 µM; 370,000 tested, 0.43% active; AID 720596; in the data active means inhibition above about 24%; further: 0% = median of the test wells and 100% = reference compound wells
Rv3671c protease: inhibits the M. tuberculosis serine protease Rv3671c; inhibition, % at 5.96 µM; 320,000 tested, 0.048% active; P9WHR9; in the data active means inhibition above about 38%;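 further: extracellular domain of Rv3671c used as enzyme; 0% = enzyme with DMSO and 100% = no enzyme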
Target sequence (P9WHR9 whole entry, looked up, the tested form may be a part): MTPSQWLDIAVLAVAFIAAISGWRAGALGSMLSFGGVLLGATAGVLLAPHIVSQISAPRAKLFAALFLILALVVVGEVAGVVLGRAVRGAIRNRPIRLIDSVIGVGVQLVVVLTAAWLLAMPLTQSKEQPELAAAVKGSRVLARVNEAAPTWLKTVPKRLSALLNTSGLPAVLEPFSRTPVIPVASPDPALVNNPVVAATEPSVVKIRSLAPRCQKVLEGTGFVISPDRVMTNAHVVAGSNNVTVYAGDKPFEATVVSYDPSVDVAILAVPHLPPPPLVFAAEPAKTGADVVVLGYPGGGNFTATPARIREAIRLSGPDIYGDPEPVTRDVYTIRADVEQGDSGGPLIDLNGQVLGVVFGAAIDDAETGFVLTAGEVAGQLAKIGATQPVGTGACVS
The depositor's hits bear a star; ? = inconclusive; . = not tested or not shown; & = joins results of further samples.

SMILES	FadD28 binding	MazEF act	Mtb UGM inh	Mtb FBA inh	BoNT-F LC inh	BioA inh	GDH-TPI inh	PrPC surface inh	Rv3671c protease
Cc1cc(C)n(-c2nc3nonc3nc2Nc2cccc(C)c2C)n1	-3.5	190*	-0.9	1	17	1.0	-2	-6	5
O=c1c2ccccc2nnn1CSc1nnc(-c2ccco2)o1	-1.0	-2	1.4	-12	-1	-0.9	11	-10	-3
COCCOC(=O)C1=C(C)OC(N)=C(C#N)C1c1ccco1 (stereo unspecified)	-1.8	5	-1.9	-1	14	0.0	1	-5	1
Cc1ccc(S(=O)(=O)N2c3ccccc3OCC2C(C)(C)C)cc1 (stereo unspecified)	0.7	0	-1.4	1	1	2.2	-4	11	-5
O=C(COc1ccc2ccccc2c1)N1CCN(c2ccccc2O)CC1	-0.5	-3	-1.1	1	-4	5.5	6	0	1
COc1cc(/C=C2\SC(=S)N(Nc3ccccc3)C2=O)cc(OC)c1OC	-1.7	6	-0.2	-2	12	-1.1	6	-4	-2
Cc1cccc(C)c1NS(=O)(=O)c1ccc(NC(=O)c2ccc(Cl)c([N+](=O)[O-])c2)cc1	-0.2	7	1.0	-1	1	7.4	12	-13	-132
Cc1cccc2cc(C#N)c(NCCNC(=O)COc3ccccc3)nc12	-1.6	-34	-0.7	40*	-5	.	2	-2	1
CCOC(=O)/C=C1/SCC(=O)N1CC(=O)Nc1cccc(F)c1	-3.1	2	-0.2	-2	-2	-1.6	-3	6	-8
COc1cc(/C=C2\CCC/C(=C\c3ccc(O)c(OC)c3)C2=O)ccc1O	-0.5	2	1.9	4	-6	-0.8	16	-41	-52
CC(C)(C)NC(=O)NCc1ccco1	-1.0	4	0.4	4	0	.	-2	3	-3
COc1ccc(CNC(=O)C(OC(=O)c2ccco2)c2ccccc2)cc1 (stereo unspecified)	1.0	-8	2.8	3	-2	-0.3	-9	-4	7
O=C(c1ccc(CS(=O)(=O)c2ccc(Br)cc2)o1)N1CCCC1	-2.9	1	-2.7	1	-7	0.2	2	-5	3
COc1ccc(CN2CCN(C(=O)C3CCC(CNS(=O)(=O)c4ccc(C)cc4)CC3)CC2)c(OC)c1OC (stereo unspecified)	-1.5	-7	-3.4	7	-6	.	-1	6	5
COc1ccc(NC(=O)CN(C)C(=O)c2cc(C)on2)cc1	-0.6	3	-3.2	0	-3	-0.7	-6	-5	1
CCOc1ccc(S(=O)(=O)NCCC(=O)Nc2cccc(C(=O)OC)c2)cc1	-1.9	6	-3.1	2	-13	0.9	2	5	4
NC(=O)C1(N2CCCCC2)CCN(c2nc(-c3ccccc3)cs2)CC1	-4.7	7	-1.2	-2	-6	-2.0	4	-2	0
CC(C)Oc1ccc(C(CC(=O)O)n2cnnn2)cc1 (stereo unspecified)	-1.1	-8	-1.8	0	1	-1.3	3	-1	3
CC(C)(C)C(=O)Nc1ccc(-c2cnco2)cc1	-1.5	6	-1.4	0	?	.	-8	5	5
COc1cc(NC(=O)CSc2c3c(nc4ccccc24)CCC3)cc(OC)c1OC	-2.5	4	-3.2	0	-10	0.1	10	6	-2
O=C(CNC(=O)c1ccccc1Cl)N/N=C/C=C/c1ccccc1	-2.0	0	1.9	0	-1	.	2	-5	2
COc1cc(NC(=O)c2ccccc2[N+](=O)[O-])ccc1NC(=O)C(C)C	2.6	-2	4.5	2	3	-4.4	6	-12	0
O=C(NCC1CC1)C1Cc2c(-c3ccc4c(c3)OCO4)ccnc2O1 (stereo unspecified)	-0.6	.	.	54*	3	1.8	12	2	.
Cc1ccc([C@@H]2[C@@H]3C(=O)N(C)C(=O)[C@@H]3[C@]3(C)C(=O)N(CC4CC4)CC(=O)N23)o1	0.0	2	0.8	3	-4	0.0	4	5	2
CCO/C=C1/C(=O)N(CC)c2ccccc21	-2.4	-5	-0.7	1	-7	-1.6	6	3	1
COc1cccc(Nc2ncccc2C(=O)NCc2ccccc2)c1	-5.5	0	.	2	7	.	-5	10	.
CC[N+](CC)(CC)C/C=C/CN1CCCCC1	-0.2	6	-2.4	-3	-6	.	8	-2	6
CCC1(C2=CCCCC2)C(=O)NC(=O)N=C1N (stereo unspecified)	-2.2	7	.	-2	-4	-0.7	1	1	.
c1ccc(C(c2ccccc2)N2CCN(C(c3ccccn3)c3nnnn3C3CCCC3)CC2)cc1 (stereo unspecified)	-0.7	8	-0.5	-1	8	.	2	.	2
O=C(CSc1nc2nn(-c3ccccc3)c(=O)c-2c2n1CCCCC2)Nc1ccc(F)cc1F	-0.3	8	1.4	5	-4	-0.2	7	-2	2
COC(=O)c1sccc1NC(=O)CSc1ccccc1N	-3.6	-1	2.5	-1	-1	.	-3	6	1
Cc1cc(C(C)(C)C)ccc1NC(=O)CC(C)(C)CC(=O)O	-0.2	2	0.2	-2	.	-1.6	2	-3	3
COc1cccc(/C=N/c2oc(-c3ccccc3)cc2C#N)c1O	-2.7	-9	-1.4	54*	-4	.	-2	4	8
O=C1/C(=C/c2cccs2)CCC1C1CCCC1 (stereo unspecified)	-1.2	-5	0.9	4	.	.	5	1	-3
O=C(c1ccc(-c2ccccc2)cc1)N1CCN(c2ncccn2)CC1	1.7	-1	3.4	1	-60	-1.5	10	-7	-2
N#C/C(=C\c1c(Cl)cccc1Cl)c1nn(-c2ccccc2)c(-n2cccc2)c1C#N	-2.5	-12	0.7	-1	?	0.3	24	-1	-5
COc1cccc(C(C(=O)NC2CCCCC2)N(C(=O)Cc2cccs2)c2ccc(-n3cnnn3)c(OC)c2)c1 (stereo unspecified)	-2.7	-8	2.0	2	2	-0.5	-12	0	0
CCCn1c(N)c(C(=O)CSc2nnc(-c3cccs3)n2C2CC2)c(=O)[nH]c1=O	-2.7	-4	.	2	-4	-1.0	4	3	3
CN(Cc1cccc(Cl)c1Cl)C(=O)c1cc(S(=O)(=O)N2CCOCC2)ccc1F	-0.7	-7	0.3	2	3	2.2	-2	16	3
COc1ccc(-c2c(-c3cc(OC)cc(OC)c3)n(C)c3ccc(-c4cnc(N)nc4)cc23)cc1	-1.7	-10	-2.2	0	1	0.4	5	-3	2
Cc1ccc(C)c(-n2c(Cc3cc(=O)[nH]c(=O)[nH]3)nnc2SCC(=O)NCc2ccco2)c1	-0.5	1	-1.3	0	20	-1.5	0	5	-4
CCN(C(=O)CN1CCCc2cc(C)ccc21)c1c(N)n(Cc2ccccc2)c(=O)[nH]c1=O	0.4	-10	.	0	8	-3.9	3	-3	.
CCOC(=O)C1=C(C)N=c2s/c(=C\c3ccc(OCC(=O)O)cc3)c(=O)n2C1c1ccc(OC(C)C)cc1 (stereo unspecified)	-5.9	21	-1.0	-3	0	0.0	6	-3	-16
COc1cc(OC)cc(C(=O)Nc2cccc3cccnc23)c1	-0.8	-2	1.9	3	-16	1.8	14	4	-16
CC(C)Cn1c(SCC(=O)NC2CC2)nc2ccccc21	0.1	7	.	7	3	-0.8	6	-1	.
COc1ccc(-c2cc(C(=O)N3CCOCC3)no2)cc1	-1.9	2	-0.7	-2	-2	1.3	-8	-5	-18
COc1cccc(NC(=O)C2CCC(CNS(=O)(=O)c3ccc4c(c3)CC(C)N4C(C)=O)CC2)c1 (stereo unspecified)	-1.4	1	-0.1	0	-1	-1.1	3	2	-7
CCc1cc(C=C(Cl)Cl)oc(=O)c1C	-2.8	0	-0.2	-2	3	-1.2	6	.	-6
CC(=O)CC(=O)Nc1ccn(-c2ccccc2)n1	-0.3	-5	2.0	-1	-5	-0.9	1	2	6
COc1cc(NC(=S)N2CCN(Cc3ccccc3)CC2)cc(OC)c1	-2.6	-9	-3.4	1	0	.	13	-6	-6
O=C(c1ccc(S(=O)(=O)N2CCCCC2)cc1)N1CCN(c2ccccc2F)CC1	-1.1	-7	1.2	-1	-3	0.6	12	1	-1
CCCSc1ccc([C@H]2N[C@@](C)(C(=O)OC)[C@H]3C(=O)N(C)C(=O)[C@@H]23)cc1	-2.6	3	0.0	-1	2	-0.3	-1	-2	4
CC1CCN(C(=O)C(=O)c2cn(CC(=O)N3CCCC3)c3ccccc23)CC1	-4.5	-1	-2.1	-2	8	-2.6	10	-2	6
COc1cc(C(=O)OCC(=O)N(CC(C)C)C2CCS(=O)(=O)C2)cc(OC)c1C (stereo unspecified)	0.2	0	0.9	1	0	-2.0	-3	11	2
COc1ccc(S(=O)(=O)NCC(=O)N(CC(=O)NCC2CCCO2)Cc2ccc(F)cc2)cc1 (stereo unspecified)	-1.3	0	4.3	-2	-44	-2.1	3	-9	-6
CN(Cc1ccccc1Cl)C(=O)CCNC(=O)c1ccco1	-1.1	3	.	4	-59	.	10	3	.
COc1cc(C(=O)Oc2cccc(C)c2)cc(OC)c1OC	-2.7	-4	-1.8	2	3	0.9	8	3	3
Cc1ccc(NS(=O)(=O)c2cc3c4c(cccc4c2)C(=O)NC3=O)cc1C	1.7	7	-1.7	4	-6	-0.8	12	-17	-31
O=C(c1cccnc1)N1CCN(C(=O)c2ccco2)CC1	0.5	6	4.7	-2	-10	-0.3	11	-2	5
O=C(O)C(Cc1ccccc1)N1C(=O)c2cccc3cccc(c23)C1=O (stereo unspecified)	-1.6	-1	3.3	-1	-1	.	17	-9	4

No new results follow: six of the compounds above.
SMILES	FadD28 binding	MazEF act	Mtb UGM inh	Mtb FBA inh	BoNT-F LC inh	BioA inh	GDH-TPI inh	PrPC surface inh	Rv3671c protease
COc1ccc(-c2cc(C(=O)N3CCOCC3)no2)cc1	-1.9	2	-0.7	-2	-2	1.3	-8	-5	-18
COc1cccc(NC(=O)C2CCC(CNS(=O)(=O)c3ccc4c(c3)CC(C)N4C(C)=O)CC2)c1 (stereo unspecified)	-1.4	1	-0.1	0	-1	-1.1	3	2	-7
CCc1cc(C=C(Cl)Cl)oc(=O)c1C	-2.8	0	-0.2	-2	3	-1.2	6	.	-6
CC(=O)CC(=O)Nc1ccn(-c2ccccc2)n1	-0.3	-5	2.0	-1	-5	-0.9	1	2	6
COc1cc(NC(=S)N2CCN(Cc3ccccc3)CC2)cc(OC)c1	-2.6	-9	-3.4	1	0	.	13	-6	-6
O=C(c1ccc(S(=O)(=O)N2CCCCC2)cc1)N1CCN(c2ccccc2F)CC1	-1.1	-7	1.2	-1	-3	0.6	12	1	-1

Continuation.
SMILES	FadD28 binding	MazEF act	Mtb UGM inh	Mtb FBA inh	BoNT-F LC inh	BioA inh	GDH-TPI inh	PrPC surface inh	Rv3671c protease
Cc1cc(C(=O)NCc2cc(C)n(C)n2)sc1-c1ccccc1	-4.3	-1	-0.3	9	3	0.3	-4	6	4
Cc1ccc(NC(=O)N2CCC(C(=O)Nc3ccc(C)cc3C)CC2)cc1	-0.7	1	0.1	3	-2	.	-8	6	-4
CC(=O)C1(C)CCC2C3C=C(C)C4=CC(=O)CCC4(C)C3CCC21C (stereo unspecified)	-3.5	3	.	2	7	.	5	8	.
O=C1CC(NS(=O)(=O)c2ccccc2F)CN1c1ccc2c(c1)OCCO2 (stereo unspecified)	0.4	-5	4.3	1	.	-0.7	12	0	-3
O=C(Nc1ccon1)Nc1cc(Cl)ccc1Cl	0.0	-7	-0.9	1	-3	-2.1	1	14	-13
CCOC(=O)C1(Cc2ccccc2C)CCCN(C(=O)c2ccc(COC)o2)C1 (stereo unspecified)	.	-6	-1.0	8	8	-5.0	7	2	3
CN(CC1CCCN(CCc2ccc(Cl)cc2)C1)C(=O)c1ccco1 (stereo unspecified)	-2.6	-7	-1.4	4	-6	0.3	0	-1	6
O=C(c1cc(COc2cccc3cnccc23)on1)N1CCC(c2ccccc2Cl)C1 (stereo unspecified)	-3.2	-19	-0.8	3	-2	-1.9	-11	-5	-21
O=C(CN1C(=O)CCC1=O)Nc1ccc2c3c(cccc13)CC2	-2.4	2	1.1	5	?	0.0	-4	-6	-2
CCC12CN3CC(CC)(CN(C1)C3c1cccnc1)C2=O (stereo unspecified)	-2.7	7	0.7	3	7	-0.7	-10	-3	6
c1ccc(OCCSc2nc3ccccc3[nH]2)cc1	-2.7	7	-1.9	0	-10	.	2	-4	-4
CN(Cc1ccccc1)C(=O)C1CCCN(Cc2cccc(Cl)c2)C1 (stereo unspecified)	-0.5&-0.7	2	1.1	2&3	4&-3	0.9	-12&8	-7&0	0
